Compound activity deposited in PubChem by several laboratories.
proCasp3 act = activators of human procaspase-3; activation, % at 8.5 µM; recombinant procaspase-3 D3A, Ac-DEVD-pNA absorbance 405 nm; hit rate 0.11% among 330,000; P42574;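 active = activation above the mean of all tested compounds plus 3 SD, cut at about 21% in these data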;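 note: 0% = DMSO alone and 100% = DMSO wells spiked with extra 5 µM PC-3 D3A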
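material = Procaspase-3 D3A mutant | probe or stimulus = Ac-DEVD-pNA | compound = single dose, 8.5 µM nominal compound, 0.8% DMSO | timing = 1 h preincubation, 2 h reaction | measured by = 405 nm absorbance of p-nitroaniline, reads at 0 and 120 min | benchmarks = DMSO-only low control, 5 µM PC-3 D3A high control | repeats = singlicate, each compound tested once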
GRK2 inh = human GRK2 inhibition via aptamer displacement | bead flow cytometry, FAM-aptamer displacement from GRK2 | inhibition of aptamer binding, % at 10 µM | P25098 | hit rate 0.59% among 330,000;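 active = inhibition of aptamer binding above 40%, roughly 3 SD of noise, on plates passing a quality check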;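 note: median bead fluorescence of bound FAM aptamer so fluorescent compounds give negative values; no value below 0 was filed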
proCasp7 act = counter-screen: procaspase-7 (human) activation | hit rate 0.093% among 330,000 | activation, % at 8.5 µM | recombinant procaspase-7, Ac-DEVD-pNA absorbance 405 nm; D23A/D198A/D206A triple mutant, cannot self-cleave; scale: DMSO 0, 5 µM enzyme 100 | AID 463210 | P55210;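 active = percent activation above the screen-wide mean plus 3 SD, cut at about 25% in these data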
Target sequence (P55210 whole entry D23A/D198A/D206A): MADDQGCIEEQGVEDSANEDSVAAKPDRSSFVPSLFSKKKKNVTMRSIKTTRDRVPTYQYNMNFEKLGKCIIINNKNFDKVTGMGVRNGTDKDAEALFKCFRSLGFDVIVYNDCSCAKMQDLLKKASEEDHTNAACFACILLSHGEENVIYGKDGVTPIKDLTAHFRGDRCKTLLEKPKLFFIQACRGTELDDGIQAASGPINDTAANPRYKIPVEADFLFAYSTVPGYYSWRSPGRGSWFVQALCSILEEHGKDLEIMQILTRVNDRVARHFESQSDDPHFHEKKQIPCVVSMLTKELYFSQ
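buffer or medium = Zinc-free HEPES/NaCl buffer, pH 7.4 | material = Procaspase-7 triple mutant (PC-7 D3A) | input = 2 µM procaspase-7 mutant as dispensed | signal = Epi-absorbance of released pNA at 405 nm, two timepoints | timing = 1 h preincubation, 2 h reaction | replicates = singlicate compound testing | evaluation = % activation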
core dimer inh = blocks dimerization of HCV core protein. inhibition, % at 5 µM. hit rate 0.33% among 300,000. TR-FRET GST/Flag-core106 dimerization, 1536-well;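 active = inhibition above the mean of all tested compounds plus 3 SD, set per screening campaign, cut at about 45% in these data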
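System – GST-tagged and Flag-tagged HCV core protein residues 1-106 · Repeats – one well for each compound · Technique – TR-FRET 671 and 617 nm emission · Doses – one concentration, 5 µM, in 0.5% DMSO · Times – 4 h, 22.5 °C incubation · Also added – Eu donor and XL665 acceptor anti-tag antibodies · Measure – percent inhibition of core106 dimerization signal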
CTSL1 counter = cathepsin L1 inhibition, PFM18AAP counter-screen. inhibition, % at 5.96 µM. recombinant F. hepatica cathepsin L1, Z-Leu-Arg-MCA fluorescence. hit rate 0.49% among 300,000. AID 1906;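 active = inhibition above the mean of all tested compounds plus 3 SD, set per screening campaign, cut at about 17% in these data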;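 note: 0% = plate median of test compound wells and 100% = 1 µM Z-Phe-Ala-diazomethylketone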
VLA-4 inh = inhibition in a human VLA-4 binding assay | P13612 | VLA-4 expressing cells, ligand binding flow cytometry | inhibition, % (about 7 µM as worked out from the volumes in the protocol) | hit rate 0.2% among 330,000 | AID 2557; in the data active = inhibition above about 50%
JMJD2C inh = blocks human GASC-1 demethylase activity. Q9H3R0. GST-JMJD2C(1-420) H3K9me3 demethylation, DELFIA europium. inhibition, % at 2.35 µM. hit rate 0.069% among 330,000;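 active = more than half of a compound's replicate wells show inhibition beyond 50%, single wells judged on their own value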;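 note: signal counts dimethyl H3K9 product captured on neutravidin plate; 0% = median of DMSO wells and 100% = 0.3 times that DMSO median; strong numbers were not always called active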
Target sequence (Q9H3R0 1-420 limits assumed): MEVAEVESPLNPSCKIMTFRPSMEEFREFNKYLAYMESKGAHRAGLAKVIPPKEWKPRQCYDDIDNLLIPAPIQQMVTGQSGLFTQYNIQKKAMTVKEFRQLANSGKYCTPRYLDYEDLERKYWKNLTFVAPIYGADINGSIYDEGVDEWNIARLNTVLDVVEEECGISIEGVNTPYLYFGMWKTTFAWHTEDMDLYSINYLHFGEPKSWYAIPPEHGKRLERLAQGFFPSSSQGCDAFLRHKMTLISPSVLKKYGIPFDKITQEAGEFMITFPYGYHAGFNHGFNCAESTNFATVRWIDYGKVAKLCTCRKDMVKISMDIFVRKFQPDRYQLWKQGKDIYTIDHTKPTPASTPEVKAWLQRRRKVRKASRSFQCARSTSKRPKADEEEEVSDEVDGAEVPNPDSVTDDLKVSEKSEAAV
PP5 primary = PP5 (human) phosphatase inhibition; inhibition, % at 6.7 µM; hit rate 0.18% among 320,000; purified PP5c, OMFP substrate fluorescence;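 active = inhibition above the campaign's mean inhibition across all tested compounds plus 3 SD, cut at about 9.5% in these data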;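 note: 0% = DMSO only and 100% = 100 µM cantharidin control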
PP1 inh = PP1-alpha (human) inhibition in PP5 counter-screen; P62136; purified PP1alpha, OMFP fluorescence; inhibition, % at 6.7 µM; hit rate 0.9% among 320,000; AID 2235;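 active = inhibition above the mean inhibition of all tested compounds plus 3 SD, computed separately for each screening campaign, cut at about 15% in these data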
Target sequence (P62136 whole entry, looked up): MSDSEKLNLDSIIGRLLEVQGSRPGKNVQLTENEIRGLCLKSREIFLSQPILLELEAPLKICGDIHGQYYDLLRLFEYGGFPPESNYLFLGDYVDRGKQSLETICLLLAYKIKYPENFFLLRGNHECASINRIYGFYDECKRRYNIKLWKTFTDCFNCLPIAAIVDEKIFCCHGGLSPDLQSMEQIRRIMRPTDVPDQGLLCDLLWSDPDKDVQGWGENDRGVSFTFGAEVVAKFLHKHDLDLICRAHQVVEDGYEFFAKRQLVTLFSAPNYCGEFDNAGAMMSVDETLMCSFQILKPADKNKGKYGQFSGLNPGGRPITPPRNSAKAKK
* marks the source's active call; other numbers are inactive results; . = no result given.

Under each structure – proCasp3 act | GRK2 inh | proCasp7 act | core dimer inh | CTSL1 counter | VLA-4 inh | JMJD2C inh | PP5 primary | PP1 inh
- COc1cc(C2C3=C(CC(C)(C)CC3=O)OC3=C2C(=O)CC(C)(C)C3)cc([N+](=O)[O-])c1O
    4 | 0 | 1 | 0 | 0 | -5 | 3 | -0.1 | -2
- COc1ccc(-c2ccc(SCC(=O)c3ccc(F)cc3)nn2)cc1OC
    2 | 5 | 3 | 13 | 1 | -12 | 0 | 5.4 | 1
- Fc1ccc(-c2csc(Nc3ccccn3)n2)cc1
    -3 | 1 | 9 | -9 | 2 | 0 | 34 | 5.2 | -2
- COc1ccc(C)cc1NC(=O)CN1CCN(c2ccc(F)cc2)CC1
    5 | 2 | 0 | -2 | -1 | 13 | 24 | 4.1 | 4
- COc1ccc(-c2cc(=O)oc3cc(OCC(=O)NCCN4CCOCC4)ccc23)cc1
    6 | 2 | 3 | 6 | -1 | 5 | -8 | -2.9 | -2
- CN(C)Cc1ccccc1Sc1ccc2c(c1)CCCC2
    -5 | 0 | 4 | -17 | 1 | -11 | -5 | 0.4 | 5
- COc1ccc(OC)c(CN(CCCN2CCOCC2)C(=O)Nc2ccccc2)c1
    5 | 1 | 1 | 0 | 0 | -11 | 6 | -0.1 | -1
- Cc1ccc(CNC(=O)c2ccc(CNS(=O)(=O)c3ccc4c(c3)C(C)(C)C(=O)N4C)cc2)o1
    3 | 1 | 13 | -1 | -1 | 46 | -7 | 0.1 | -3
- C(=C\c1ccccc1)/C=N/Nc1nc2ccccc2s1
    -17 | 1 | -22 | -4 | 9 | -7 | -2 | 2.8 | -1
- CCC(=O)Nc1cccc(C2=NOC3(C2)C[C@H](C(N)=O)N(C(=O)CC#N)C3)c1 (some centres not stated)
    -11 | 0 | -1 | -2 | 2 | -6 | -20 | -0.6 | 1
- Cc1c(C(=O)OCC(=O)Nc2ccc3c(c2)OCO3)cccc1[N+](=O)[O-]
    4 | 0 | 4 | 6 | 0 | 15 | -8 | -0.8 | 0
- CCOC(=O)Cc1cnc(NC(=O)c2ccccc2)s1
    6 | 2 | -3 | -2 | -3 | -6 | -1 | 1.6 | -4
- CC1CCCN(C(=O)c2ccc3c(=O)n(C4CCCC4)c(=S)[nH]c3c2)C1 (configuration not stated)
    -3 | 1 | 3 | 11 | 2 | 1 | 19 | -0.2 | -7
- CCn1nc(C)c(CN2CCC(Oc3ccc(C(=O)N4CCCC4)cc3)CC2)c1C
    10 | 0 | 0 | -3 | -2 | 6 | -4 | -0.9 | 0
- CCC(C)NC(=S)Nc1ccc2nc(N3CCN(CC)CC3)cc(C)c2c1 (configuration not stated)
    10 | 0 | 6 | -1 | 0 | 3 | 2 | -2.6 | 1
- CC(Cc1n[nH]c(=S)n1N)c1ccccc1 (configuration not stated)
    -8 | 2 | -21 | -12 | 1 | 0 | -8 | -1.7 | -2
- COc1ccc(CCNC(=O)CN(C)S(=O)(=O)c2ccc(OC)cc2)cc1
    4 | 60* | 8 | -3 | 2 | -1 | 25 | 1.0 | -2
- CC(C)(C)c1csc(SCC(=O)Nc2ccc(Cl)cn2)n1
    6 | 0 | 4 | 3 | 4 | 22 | 6 | 2.0 | -1
- Cc1nnc(NCc2ccco2)c2ccccc12
    6 | 0 | 5 | -3 | 2 | 3 | -9 | 0.7 | 1
- CC1(C)CC2(CCCN(CC(O)(c3ccccc3)c3ccccc3)C2)CCO1 (configuration not stated)
    4 | 3 | -1 | 1 | 1 | 3 | -2 | 0.0 | -2
- COc1ccccc1CNC(=O)/C=C/c1cc2c(cc1Br)OCO2
    -5 | 0 | -2 | 13 | -4 | 10 | 2 | 1.1 | 3
- CN1CCN(c2nc3cc(C(F)(F)F)ccc3n3cccc23)CC1
    -1 | 0 | 7 | -14 | 2 | 35 | 18 | 3.7 | 0
- Cc1ccc(CN2CCN(Cc3ccc(OCCO)cc3)CC2CCO)o1 (configuration not stated)
    2 | 0 | -3 | -4 | -3 | 3 | -1 | -1.0 | 1
- COc1ccccc1CNC(=O)CCS(=O)(=O)c1cccc2nonc12
    -7 | 1 | 7 | 1 | -2 | -13 | 13 | 1.1 | 2
- CCOC(=O)N1CCC(C(N)=O)CC1
    2 | 1 | 9 | 0 | -2 | -1 | 6 | -3.6 | 2
- O=C(COc1ccccc1)Nc1nc(-c2ccc(S(=O)(=O)N3CCOCC3)cc2)cs1
    -4 | 0 | -8 | -17 | -5 | -1 | -3 | 5.2 | 7
- Cc1cc(C)c(C#N)c(SCC(=O)Nc2nnc(-c3ccccc3)s2)n1
    27* | 3 | 22 | 7 | 6 | 0 | 124 | -3.9 | -3
- Cc1ccc(S(=O)(=O)N2CCN(C(=O)COC(=O)CSc3cc(C)ccc3C)CC2)c(C)c1
    -6 | 0 | -10 | . | . | 3 | -16 | 5.7 | 7
- N#CC1=C(N)Oc2n[nH]c(-c3cccs3)c2C1c1cccs1 (configuration not stated)
    -1 | 0 | 7 | 6 | 0 | -7 | 16 | 1.6 | -1
- CCC1Sc2ccc(S(=O)(=O)Nc3ccc(OC)c(OC)c3)cc2NC1=O (configuration not stated)
    6 | 0 | -2 | 0 | 0 | -2 | 42 | 1.8 | -3

Overlap with the part before: 2 compounds, followed by the next part.
Under each structure – proCasp3 act | GRK2 inh | proCasp7 act | core dimer inh | CTSL1 counter | VLA-4 inh | JMJD2C inh | PP5 primary | PP1 inh
- N#CC1=C(N)Oc2n[nH]c(-c3cccs3)c2C1c1cccs1 (configuration not stated)
    -1 | 0 | 7 | 6 | 0 | -7 | 16 | 1.6 | -1
- CCC1Sc2ccc(S(=O)(=O)Nc3ccc(OC)c(OC)c3)cc2NC1=O (configuration not stated)
    6 | 0 | -2 | 0 | 0 | -2 | 42 | 1.8 | -3
- Cc1onc(-c2ccccc2Cl)c1NC(=O)NCc1cccs1
    -4 | 0 | 3 | -2 | -4 | 5 | 27 | 1.9 | 3
- O=C(NCc1ccc(Cl)cc1)C(=O)Nc1nccs1
    7 | 2 | 2 | 1 | -2 | 1 | -11 | 1.8 | -2
- CCc1cc(=O)oc2c(CN3CCN(C)CC3)c(O)ccc12
    13 | 4 | 12 | -16 | 5 | 11 | -1 | 0.1 | 4
- Nc1ccc(CCc2nc3ccccc3o2)cc1
    0 | 1 | 6 | 7 | 7 | 0 | 3 | -0.3 | -1
- c1ccc(Cn2nnc3c(N4CCCC4)ncnc32)cc1
    -3 | 0 | -3 | -2 | 5 | 4 | -3 | -0.5 | -3
- O=C(Nc1cccc(S(=O)(=O)Nc2ccccc2F)c1)c1ccco1
    -12 | 1 | -18 | . | . | 10 | 1 | . | .
- COc1ccccc1N1CCN(C(=O)CC2NC3CCCCC3NC2=O)CC1 (configuration not stated)
    -8 | 0 | 4 | 1 | 3 | 13 | -11 | 0.0 | -2
- Nc1ccc(C(=O)C(=O)c2ccc(N)cc2)cc1
    -1 | 0 | 8 | -1 | 5 | -1 | 10 | -0.6 | -3
- CCC(CO)Oc1cc(NC(=O)c2cccc(OC)c2)c2ncn(C(C)C)c2c1 (configuration not stated)
    2 | 13 | -6 | . | . | 16 | 37 | . | .
- Cc1ccc(S(=O)(=O)N2CCN(C(C)C(=O)N3CCCc4ccccc43)CC2)cc1 (configuration not stated)
    1 | 1 | 6 | 12 | -1 | 7 | 2 | 1.7 | 1
- C/C(=N\NC(=O)c1c(Cl)cnn1C)c1ccc(NC(=O)c2ccncc2)cc1
    9 | 0 | 4 | 4 | 7 | 9 | 1 | -2.9 | -4
- c1csc(C2C3=C(Nc4ncnn42)c2ccccc2OC3)c1 (configuration not stated)
    5 | 1 | 2 | 3 | 0 | 5 | 1 | 1.3 | 3
- Cc1cc(C)nc(SCc2ccccc2C#N)n1
    2 | 1 | 8 | 3 | -5 | 7 | 2 | 0.5 | -1
- COc1ccc(CCC(=O)OCC(=O)c2cccc(OC)c2)cc1
    -4 | 0 | -9 | 0 | -2 | 3 | -2 | 4.0 | 3
- CCN(CC)C(=O)c1[nH]cnc1C(=O)NCc1ccccc1
    3 | 0 | 2 | . | . | 12 | 1 | . | .
- O=C(Nc1nccs1)C1CCCN1S(=O)(=O)c1ccc(Cl)cc1 (configuration not stated)
    3 | 0 | 6 | 7 | -1 | 19 | 0 | 2.3 | -3
- CCOC(=O)c1c(C)[nH]c(C(=O)CSc2nc(C)cc(C)n2)c1C
    -2 | 1 | 0 | 8 | -2 | 9 | -2 | 2.5 | 1
- O=C(CN1CCC(C(=O)c2ccc(Cl)cc2)CC1)NC1CCCC1
    -8 | 1 | 6 | 15 | 1 | 0 | 13 | 0.9 | -5
- CC1CN(CCOc2ccccc2C(C)C)CC(C)O1 (configuration not stated)
    8 | 0 | 13 | 4 | 6 | 2 | 10 | 0.7 | -1
- O=C(O)c1cccc(NS(=O)(=O)c2ccc(NC(=O)c3ccco3)cc2)c1
    1 | 3 | 7 | 5 | 2 | 8 | 7 | 0.0 | -3
- CCCc1cc(=O)[nH]c(SCC(=O)c2cc(C)n(CCOC)c2C)n1
    -1 | 4 | 7 | -7 | 0 | 6 | 14 | -0.8 | -1
- CCN(CC)C(=O)C1CCN(Cc2ccc(Br)cc2)CC1
    -4 | 0 | 6 | -2 | 0 | -2 | -2 | 0.6 | -1
- O=C(NCCc1ccccc1)c1ccccc1[N+](=O)[O-]
    -6 | 1 | -1 | -4 | -1 | -11 | -6 | 0.1 | 4
- CCCn1c(N)c(C(=O)CSc2nncs2)c(=O)[nH]c1=O
    1 | 0 | 1 | . | . | 10 | 3 | 0.5 | -3
- COc1ccccc1NC(=O)CN1C(=O)NC(CC(C)C)C1=O (configuration not stated)
    -2 | 1 | -7 | 0 | 0 | 9 | 5 | -3.0 | -9
- Cn1c(=O)c2c(nc(CN3CCN(C(=O)c4ccco4)CC3)n2Cc2ccccc2)n(C)c1=O
    1 | 1 | -2 | 7 | 1 | 9 | -1 | 1.3 | -3
- CCOc1ccc(NC(=O)C2(c3ccc(OC)c(OC)c3)CCCC2)cc1
    5 | 2 | -2 | -12 | 2 | -9 | -7 | 2.5 | 1
- COCCN(C(=O)COC(=O)Cc1cccc2ccccc12)c1c(N)n(Cc2ccccc2)c(=O)[nH]c1=O
    3 | 5 | 0 | -1 | -1 | 4 | 4 | 0.6 | -2
- O=C(CCc1ccccc1)Nc1nc2n(n1)C(c1ccccc1)CC(=O)N2 (configuration not stated)
    4 | 2 | 1 | 1 | 0 | 13 | 5 | 2.0 | 0
- C(=N\N1CCN(Cc2ccccc2)CC1)/c1cccnc1
    0 | 0 | 1 | -10 | -3 | 2 | 4 | 1.9 | -1
- Cc1nc(SCC(=O)NCCc2ccccc2)n[nH]1
    -3 | 0 | -7 | 2 | -7 | 10 | 0 | -1.6 | -5
- COc1ccc(C(=O)/C=C\N2CCOCC2)cc1
    -1 | 0 | 4 | 2 | 6 | 14 | -18 | -2.4 | -2
